Source: PubChem
TEAD-YAP block: TEAD-YAP interaction inhibition, primary screen, TEAD-YAP interaction inhibitor project, luminescence, HEK-TIYL cells. TEAD-Gal4/YAP UAS-luciferase luminescence. inhibition, % at 9.12 µM. 1.4% of 640,000 active. AID 1259422, 2018; in the data active = inhibition above about 32%;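 also: 0% = median of test compound wells and 100% = reference inhibitor wells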
MITF inh: MITF inhibitors, primary screen, biochemical, AlphaScreen, human | Microphthalmia-associated transcription factor (Homo sapiens), O75030 | inhibition, % at 2.6 µM | 0.91% of 650,000 active | AlphaScreen MITF homodimerization, bead proximity signal | AID 1259374, 2018; in the data active = inhibition above about 50%;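 also: 0% = vehicle wells with protein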
Target sequence (O75030 whole entry, looked up): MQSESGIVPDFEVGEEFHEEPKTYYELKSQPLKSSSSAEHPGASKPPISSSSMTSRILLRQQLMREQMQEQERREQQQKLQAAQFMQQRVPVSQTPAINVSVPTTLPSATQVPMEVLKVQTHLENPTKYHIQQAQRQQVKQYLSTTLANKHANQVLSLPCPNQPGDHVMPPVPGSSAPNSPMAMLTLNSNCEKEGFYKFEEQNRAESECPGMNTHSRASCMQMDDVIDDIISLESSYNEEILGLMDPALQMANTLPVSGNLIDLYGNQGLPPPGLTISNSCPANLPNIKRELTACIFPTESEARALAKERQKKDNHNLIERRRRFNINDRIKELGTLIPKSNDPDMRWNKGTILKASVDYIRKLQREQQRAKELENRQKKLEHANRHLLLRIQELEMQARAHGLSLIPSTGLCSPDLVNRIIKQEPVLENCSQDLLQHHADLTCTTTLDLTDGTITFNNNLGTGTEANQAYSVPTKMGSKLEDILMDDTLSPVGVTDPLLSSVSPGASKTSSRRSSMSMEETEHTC
GPR151 ag: activators of human GPR151, primary screen, cell-based, PathHunter beta-arrestin, luminescence; PathHunter beta-arrestin GPR151 cells; activation, % at 11.2 µM; 1% of 650,000 active; AID 1508602, 2020; in the data active = activation above about 4.9%;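 also: 0% = median of compound wells and 100% = cells with positive control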
Target sequence (Q8TDV0 whole entry, looked up): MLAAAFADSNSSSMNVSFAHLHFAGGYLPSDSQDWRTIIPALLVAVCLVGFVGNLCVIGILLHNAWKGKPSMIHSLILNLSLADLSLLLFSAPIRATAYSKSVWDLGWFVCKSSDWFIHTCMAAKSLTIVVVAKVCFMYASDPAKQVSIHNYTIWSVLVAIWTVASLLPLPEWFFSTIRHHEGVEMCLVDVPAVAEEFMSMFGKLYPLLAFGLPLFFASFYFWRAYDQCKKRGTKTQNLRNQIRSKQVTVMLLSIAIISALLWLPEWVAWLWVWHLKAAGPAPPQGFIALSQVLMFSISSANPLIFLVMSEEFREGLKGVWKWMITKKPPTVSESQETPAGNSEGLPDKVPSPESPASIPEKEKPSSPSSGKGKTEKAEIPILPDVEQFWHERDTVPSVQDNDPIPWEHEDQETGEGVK
FBW7 activator: FBW7 E3 ligase activators, primary screen, biochemical, AlphaScreen, human; F-box/WD repeat-containing protein 7 (Homo sapiens), Q969H0; 0.13% of 650,000 active; AlphaScreen FBW7–phospho-cyclin E peptide binding, activator screen; normalized activity (activation), % at 26.1 µM; in the data active = normalized activity above about 1.9%;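 also: purified mutant Fbw7 with reduced substrate affinity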
Active calls of the source: *.

Start of the listing, in advance (7 entries):
Every second line gives: MITF inh	FBW7 activator	GPR151 ag	TEAD-YAP block
- CCOc1ccccc1-n1nnnc1SCC(=O)NNC(C)=O
  -4	-0.1	-0.2	11
- O=C(Nc1ccc2[nH]ncc2c1)[C@H]1CC[C@H](NC(=O)[C@H](O)c2cccc(Cl)c2)C1
  17	0.2	-0.2	-1
- Cc1[nH]c(=O)[nH]c(=O)c1S(=O)(=O)Nc1cnc2ccccc2c1
  24	-0.1	-0.7	-4
- NC(=O)c1cc(NC(=O)COC(=O)c2cccc3ccccc23)cc(C(N)=O)c1
  2	0.0	-0.9	8
- COc1cc(/C=C2/N=C(c3cccc4ccccc34)OC2=O)cc(OC)c1OC
  2	-0.1	0.5	-4
- COC(=O)C1=C(C)NC2=C(C(=O)CC(c3ccc(Cl)cc3)C2)C1c1cccc(Cl)c1 (centres undefined)
  5	0.5	2.0	22
- CCOc1ccc2c(=O)c(Oc3cc(C)cc(C)c3)coc2c1
  13	-0.1	-1.4	-3

The whole of this part, from the start:
Every second line gives: MITF inh	FBW7 activator	GPR151 ag	TEAD-YAP block
- CCOc1ccccc1-n1nnnc1SCC(=O)NNC(C)=O
  -4	-0.1	-0.2	11
- O=C(Nc1ccc2[nH]ncc2c1)[C@H]1CC[C@H](NC(=O)[C@H](O)c2cccc(Cl)c2)C1
  17	0.2	-0.2	-1
- Cc1[nH]c(=O)[nH]c(=O)c1S(=O)(=O)Nc1cnc2ccccc2c1
  24	-0.1	-0.7	-4
- NC(=O)c1cc(NC(=O)COC(=O)c2cccc3ccccc23)cc(C(N)=O)c1
  2	0.0	-0.9	8
- COc1cc(/C=C2/N=C(c3cccc4ccccc34)OC2=O)cc(OC)c1OC
  2	-0.1	0.5	-4
- COC(=O)C1=C(C)NC2=C(C(=O)CC(c3ccc(Cl)cc3)C2)C1c1cccc(Cl)c1 (centres undefined)
  5	0.5	2.0	22
- CCOc1ccc2c(=O)c(Oc3cc(C)cc(C)c3)coc2c1
  13	-0.1	-1.4	-3
- Cc1cc([N+](=O)[O-])c(N2CCOCC2)cc1NC(=O)c1cccs1
  -263	0.0	2.0	13
- NC(=O)c1cc2cc([N+](=O)[O-])ccc2oc1=Nc1cccc2ccccc12
  2	-0.1	3.6	-5
- COc1cc(NC(=O)COC(=O)Cc2cccc3ccccc23)c(C)cc1[N+](=O)[O-]
  3	0.1	-2.6	2
- COc1ccc(/C=C(\C#N)C(=O)NCc2ccco2)cc1
  -5	-0.1	-0.1	-15
- O=C(CN1CCCCCC1)N/N=C/c1ccc(Cl)c(Cl)c1
  25	0.0	-0.5	-5
- CCn1ncc(NC(=O)Nc2cccc(C(F)(F)F)c2)c1C(N)=O
  -6	0.0	2.8	-7
- COc1ccc(-n2c(SCC(=O)N3CCCC3)nc3[nH]ncc3c2=O)cc1
  -6	-0.2	1.9	0
- C[C@H](NC(=O)N1CCC2(CC1)OCc1cc(F)ccc1O2)c1ccccc1
  -8	0.0	-0.4	0
- COc1ccc(-n2nc(C(=O)NCCN3CCCC3)c3ccccc3c2=O)c(OC)c1
  -10	0.1	-1.6	0
- COc1cccc(C(c2c(O)[nH]c(=S)[nH]c2=O)N2CCCC2)c1OC (centres undefined)
  -5	0.0	-0.7	-7
- O=C1NN(c2ccc(Br)cc2)C(=O)/C1=C\C=C\c1ccccc1
  -10	0.8	0.3	-3
- CN1/C(=C/C=C/c2cc(-c3ccc(Cl)cc3)cc(-c3ccc(Cl)cc3)[n+]2C)C(C)(C)c2ccccc21
  59*	-0.7	2.7	94*
- CN1c2ncccc2C(=O)NC12CCN(C(=O)Cc1n[nH]c(=O)c3ccccc13)CC2
  9	-0.1	2.4	-1

Some of these compounds in order of molecular weight, falling:
Every second line gives: MITF inh	FBW7 activator	GPR151 ag	TEAD-YAP block
- COc1ccc(-n2nc(C(=O)NCCN3CCCC3)c3ccccc3c2=O)c(OC)c1
  -10	0.1	-1.6	0
- COc1cc(NC(=O)COC(=O)Cc2cccc3ccccc23)c(C)cc1[N+](=O)[O-]
  3	0.1	-2.6	2
- NC(=O)c1cc(NC(=O)COC(=O)c2cccc3ccccc23)cc(C(N)=O)c1
  2	0.0	-0.9	8

(more compounds)
Every second line gives: MITF inh	FBW7 activator	GPR151 ag	TEAD-YAP block
- Cc1ccc(C)c(NC(=O)Cn2cc3c(n2)CCC(C)C3)c1 (centres undefined)
  -1	0.3	0.0	-10
- COc1cccc(C(c2ccccn2)N(C)C(=O)C2CCN(C(=O)C(C)(C)C)CC2)c1 (centres undefined)
  -10	-0.2	-1.1	-2
- NC(=O)c1cccc(-c2cnc3c(N4CCN(C(=O)c5ccco5)CC4)nccn23)c1
  -12	0.0	-0.6	-5
- N#C/C(=C\c1cn(Cc2ccccc2)c2ccccc12)C(=O)NC1CC1
  5	-0.4	5.2*	-37
- O=C(CCSCc1ccccc1Cl)NCc1ccccc1Cl
  17	0.3	-0.9	-4
- CCCNC(=O)c1ccc2c(c1)N(Cc1ccccc1F)C(=O)CS2
  6	0.9	-0.8	6
- O=C(O)c1cccc(S(=O)(=O)N2CCS(=O)(=O)CC2)c1
  3	-0.1	-0.6	10
- CS(=O)(=O)n1c(SCC(=O)NCCc2ccccc2)nc2ccccc21
  29	0.0	2.2	3
- COc1ccc(Cl)cc1N(C)S(=O)(=O)c1ccc2[nH]cc(C(=O)NCCCN3CCOCC3)c(=O)c2c1
  19	0.0	-1.6	4
- O=C1NCC2=C1C(c1ccccc1O)Nc1ccccc1N2 (centres undefined)
  5	-0.1	9.2*	-4
- COc1ccc([N+](=O)[O-])cc1NC(=O)c1ccccc1
  24	0.1	-0.7	-7
- COc1cc(OC)cc(-n2nc(C(=O)Nc3ccc(Oc4ccccc4)cc3)c3ccccc3c2=O)c1
  9	0.0	-1.3	-5
- CCCc1cc(CN(C)C(=O)CC2C(=O)NCCN2CC(C)(C)C)[nH]n1 (centres undefined)
  8	0.1	0.8	10
- CN(C)CCOc1cccc(CN(C)C(=O)Nc2ccc(-c3cn[nH]c3)cc2)c1
  12	-0.2	0.0	0
- CCOC(=O)CSc1nnc(-c2cccnc2)n1-c1cccc(OC)c1
  -5	0.0	-0.3	0
- COc1ccc(C2C3=C(CC(C)(C)CC3=O)Nc3c2c(=O)[nH]c(=O)n3C)cc1 (centres undefined)
  17	0.0	3.1	2
- COC(=O)c1c(NC(=O)c2ccc([N+](=O)[O-])cc2)sc(C(=O)Nc2ccccc2)c1C
  3	0.8	-1.7	-2
- O=C(Nc1ccccc1Cl)NC1CCCN1S(=O)(=O)c1ccc(Cl)cc1 (centres undefined)
  8	0.8	1.2	10
- CCCOC(=O)CSC1=C(C#N)C(c2ccco2)C(C(=O)Nc2ccccc2)=C(C)N1 (centres undefined)
  18	0.1	-0.2	6
- O=C(CCSc1ccc2ccccc2n1)NCCc1ccccc1
  -33	0.7	-0.7	-1

More results
Every second line gives: MITF inh	FBW7 activator	GPR151 ag	TEAD-YAP block
- O=C(CSc1ccc(F)cc1)Nc1nccs1
  9	0.1	-0.2	-21
- CCOC(=O)c1c(NC(=O)c2cc(S(N)(=O)=O)c(Cl)cc2Cl)sc2c1CCC(CC)C2 (centres undefined)
  -2	0.0	1.2	-7
- CSc1ccc(CCNC(=O)c2sc3nc4n(c(=O)c3c2C)CCCC4)cc1
  1	-0.2	-2.8	-3
- COc1ccc(S(=O)(=O)c2cn(CC(=O)Nc3ccccc3)c3ccccc3c2=O)cc1
  2	0.0	-0.3	-11
- S=C(NCCN1CCOCC1)N/N=C/c1ccccc1I
  -6	-0.2	-1.9	3
- COc1ccc(OC)c(NC(=O)C(=O)NC2CC2)c1
  17	0.3	-2.0	8
- Cc1ccc(-n2nc3c(c2NC(=O)c2ccc(Br)cc2)CSC3)cc1
  5	0.0	0.4	3
- O=C(Cn1c(=O)c2sccc2n(CC(=O)Nc2ccccc2)c1=O)NCc1ccco1
  4	0.1	1.4	-9
- O=C(CCS(=O)(=O)c1ccc2c(c1)OCC(=O)N2)Nc1cccc(C(F)(F)F)c1
  -1	-0.2	-1.3	7
- COc1ccc(NC(=O)c2cccc(F)c2)c2ccccc12
  8	-0.1	-1.5	-12
- CCSc1nnc(NC(=O)Cn2nc(C)c([N+](=O)[O-])c2C)s1
  -3	0.1	-1.2	7
- NS(=O)(=O)c1ccc(-c2cnc3cccc(Nc4ccc(Cl)cn4)c3c2)cc1
  -2	-0.1	2.2	-5
- CC(=O)c1ccc(NC(=O)c2cccnc2)cc1
  -1	-0.2	-0.2	-42
- Brc1nsc2nc(-c3cccs3)ccc12
  6	0.0	-0.3	11
- O=C(NCc1cccnc1)c1cc2ccccc2oc1=O
  -5	0.0	-0.5	-2
- COc1ccc(C)cc1NC(=O)CNC(=O)Cn1cnc2sc3c(c2c1=O)CCCC3
  11	-0.1	1.0	10
- CC(C)(C)c1cc(C(C)(C)C)c2nc(-c3cc(Cl)cc(Cl)c3O)oc2c1O
  1	-0.1	0.5	3
- CN1CCN(CCNC(=O)CN2C(=O)C(c3ccccc3)Oc3cccnc32)CC1 (centres undefined)
  -13	0.3	2.0	-13
- CCN(CC)C(=O)C1CCCN(c2cccc(C(=O)NC3CCN(Cc4ccccc4)CC3)c2)C1 (centres undefined)
  21	0.0	-1.0	9
- CCC(C)NC(=O)C1CCCN(S(=O)(=O)CC)C1 (centres undefined)
  13	0.7	-0.6	2

Next section.
Every second line gives: MITF inh	FBW7 activator	GPR151 ag	TEAD-YAP block
- c1ccc2oc(-c3ccc(Oc4ccc(-c5nc6ccccc6o5)cc4)cc3)nc2c1
  -7	-0.2	0.9	-1
- CCCCOc1ccc(-c2nc(C=Nc3cc([N+](=O)[O-])ccc3Cl)c(O)o2)cc1
  -10	-0.2	-0.9	-8
- Cc1ccc(S(=O)(=O)NCC(=O)N(CC(=O)NCC2CCCO2)Cc2ccco2)cc1 (centres undefined)
  31	0.0	-1.2	-10
- CCCCCCN1C(=O)c2ccc(F)cc2C1=O
  -7	-0.1	1.3	6
- COC(=O)c1cc(S(=O)(=O)NCCC2=CCCCC2)c[nH]1
  15	0.4	-0.9	5
- COc1ccc(C(=O)Nc2ccc(Cl)c(NC(=O)c3ccccc3)c2)cc1[N+](=O)[O-]
  14	0.5	-0.2	8
- CN(C)CC(C)(C)CNC(=O)/C(=C/c1ccc[nH]1)NC(=O)c1ccccc1
  10	-0.2	1.3	1
- Cn1c(=O)n(Cn2nnc3ccccc32)c2cccnc21
  2	0.4	-0.7	-15
- O=C(COc1c(F)c(F)cc(F)c1F)NC(=O)NC1CCCC1
  2	-0.1	-0.7	-8
- C/C(CC(=O)Nc1ccccc1Cl)=N\NC(=O)c1ccncc1
  -2	-0.2	9.1*	9
- COC(=O)CSC1=C(C#N)C(c2ccc(C)cc2)CC(=O)N1 (centres undefined)
  10	0.2	-0.7	12
- CCCOc1ccc(N2C(=O)CC(NCc3ccc4c(c3)OCO4)C2=O)cc1 (centres undefined)
  -12	0.0	-1.0	-7
- COc1ccccc1N=c1scc(-c2ccc3c(c2)NC(=O)CO3)n1CC1CCCO1 (centres undefined)
  26	0.5	4.1	1
- COc1ccc(OC)c(S(=O)(=O)NCCC23CC4CC(CC(C4)C2)C3)c1
  7	0.2	-1.3	4
- COc1ccc(-c2nc(CS(=O)CC(=O)NCCc3ccc(Cl)cc3)c(C)o2)cc1 (centres undefined)
  6	0.0	0.1	1
- O=[N+]([O-])c1nn(-c2ccccc2)n(O)c1=NCc1ccccc1
  -75	-0.2	-1.3	-21
- CCNC(=O)CCc1nc(-c2ccc(Cl)cc2)no1
  4	-0.1	-1.1	-1
- CCc1ccc(-c2csc(N3N=C(C)C(C)C3=O)n2)cc1 (centres undefined)
  -10	0.1	0.1	-41
- CCn1c(C)cc(/C=C2\C(=O)NC(=S)N(c3ccccc3C)C2=O)c1C
  13	-0.2	1.6	-5
- O=C(/C=C/c1cccc(Cl)c1)OCCCN=C1NS(=O)(=O)c2ccccc21
  -1	0.1	-0.2	3

More entries:
Every second line gives: MITF inh	FBW7 activator	GPR151 ag	TEAD-YAP block
- CCCCOc1ccc(C(=O)N/C(=C/c2ccccc2)C(=O)NCC(=O)OCC)cc1
  -24	0.2	-0.4	-3
- CCCC(=O)O[C@]1(C(=O)CO)CCC2[C@@H]3CCC4=CC(=O)CC[C@]4(C)C3[C@@H](O)C[C@@]21C (some centres undefined)
  -19	0.0	-0.1	-2
- CCOc1ccc(-c2nnc(SCC(=O)NCCc3ccccc3)nc2-c2ccc(OCC)c(OC)c2)cc1OC
  2	0.1	2.0	8
- O=C(O)/C=C\C(=O)Nc1ccc(Cl)c(NC(=O)c2cccs2)c1
  4	0.0	-0.6	1
- O=C(COc1ccc(Cl)cc1Cl)NNC(=O)c1cccs1
  6	0.0	-0.1	-10
- O=C(CCSCCc1ccccn1)Nc1ccc(I)cc1
  0	0.0	0.6	-13
- Cc1cc(C(=O)N/N=C2\CC(=O)c3ccccc32)c(C)n1-c1ccccc1
  5	-0.1	1.0	-34
